ATG4B inh – inhibitors of human ATG4B cysteine protease | Q9Y4P1 | ATG4B cleavage of LC3-PLA2, NBD-HPC fluorescence, 1 h | inhibition, % at 8.33 µM | 340,000 compounds, 0.51% hits | AID 504462; in the data active = inhibition above about 40%
hIAP act – human IAP activation | activation factor at 10 µM | 330,000 compounds, 0.16% hits | P09923 | purified human IAP, CDP-Star luminescence, 30 min; stronger effect = higher value; 1 = vehicle-only enzyme, 0 = enzyme-free background;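 active = activation factor of the enzyme at least 2-fold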; also: the source names both 10 and 20 µM as test concentration; values of inactives mirror those of a sister screen read the other way
Target sequence (P09923 whole entry, looked up): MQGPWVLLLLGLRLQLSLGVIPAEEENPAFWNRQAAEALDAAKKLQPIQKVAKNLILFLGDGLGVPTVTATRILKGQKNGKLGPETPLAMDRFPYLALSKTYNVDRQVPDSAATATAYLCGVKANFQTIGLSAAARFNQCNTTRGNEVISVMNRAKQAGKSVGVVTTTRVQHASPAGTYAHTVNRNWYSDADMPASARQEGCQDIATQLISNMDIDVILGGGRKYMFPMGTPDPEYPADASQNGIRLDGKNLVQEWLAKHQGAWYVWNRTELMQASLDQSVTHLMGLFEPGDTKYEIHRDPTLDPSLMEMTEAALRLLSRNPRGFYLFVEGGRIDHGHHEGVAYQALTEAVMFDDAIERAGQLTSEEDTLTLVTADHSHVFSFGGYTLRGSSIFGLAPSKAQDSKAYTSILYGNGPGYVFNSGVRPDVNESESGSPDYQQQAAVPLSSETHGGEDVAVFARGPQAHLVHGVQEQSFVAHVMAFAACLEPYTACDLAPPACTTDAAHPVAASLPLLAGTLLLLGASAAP
SENP8 block – blocks human SENP8 cleavage of Nedd8 substrate; recombinant SENP8, Nedd8 substrate fluorescence; Q96LD8; 360,000 compounds, 0.64% hits; AID 602440; inhibition, % at 20 µM; in the data active = inhibition mostly above about 40%, no sharp cut-off; inactive = mostly below about 27%
PfGluPho inh – PfG6PD (Plasmodium falciparum) enzyme inhibition; PfGluPho enzyme, NADPH resazurin-diaphorase fluorescence; 350,000 compounds, 0.78% hits; AID 504690; inhibition, % at 20 µM;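 active = inhibition reaching at least a set limit at 20 µM in the primary screen, cut at about 59% in these data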;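 also: 0% = DMSO wells with substrate and 100% = DMSO wells lacking glucose-6-phosphate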
SENP6 inh – inhibitors of human SENP6 protease | AID 2599 | inhibition, % at 10 µM | 330,000 compounds, 1.8% hits | Recombinant SENP6 catalytic domain, aminoluciferin luminescence;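 active = inhibition above about 50% at the single tested dose, limit read from the data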;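 also: plate controls were DMSO wells with enzyme for no effect and DMSO wells lacking enzyme for full effect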
Target sequence (Q9GZR1 628-1112 limits assumed): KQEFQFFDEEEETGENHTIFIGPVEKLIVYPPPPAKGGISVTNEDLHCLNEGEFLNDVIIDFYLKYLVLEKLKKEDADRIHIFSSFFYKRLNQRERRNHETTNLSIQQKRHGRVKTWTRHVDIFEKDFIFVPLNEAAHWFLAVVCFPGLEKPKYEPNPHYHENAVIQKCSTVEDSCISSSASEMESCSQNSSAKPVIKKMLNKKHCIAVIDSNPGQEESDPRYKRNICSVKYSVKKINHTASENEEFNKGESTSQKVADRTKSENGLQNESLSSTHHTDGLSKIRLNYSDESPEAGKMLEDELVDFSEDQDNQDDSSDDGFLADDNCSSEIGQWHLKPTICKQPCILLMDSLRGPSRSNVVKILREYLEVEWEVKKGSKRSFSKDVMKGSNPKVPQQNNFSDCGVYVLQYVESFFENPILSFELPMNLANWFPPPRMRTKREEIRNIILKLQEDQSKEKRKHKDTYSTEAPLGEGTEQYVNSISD
GRIN3A LBD mod – modulates the human NR3A ligand-binding domain | NR3A LBD differential scanning fluorimetry, Tm shift; 0% = protein alone, 100% = glycine-bound protein | Tm shift relative to glycine control, % at 25 µM | 340,000 compounds, 2.5% hits | AID 1259313;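 active = melting temperature shift of at least 10% of the positive control shift, at one fixed dose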
MPTP inh – permeability transition pore inhibition; inhibition, % at 10 µM; AID 602449; isolated mouse mitochondria, Ca2+ swelling absorbance, 30 min; 360,000 compounds, 1.4% hits;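 active = inhibition of 50% or more, scaled per plate between neutral and stimulator controls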;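 also: 0% = DMSO wells given calcium and 100% = 1 mM EGTA wells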
SENP1 inh – blocks the human SENP1 SUMO protease catalytic domain. AID 624204. 360,000 compounds, 0.21% hits. recombinant SENP1 catalytic domain, CyPet-SUMO1-YPet FRET cleavage. inhibition, % at 10 µM;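 active = inhibition at least 30% at 10 µM, raw YFP signal under a set limit, fluorescence ratio 0.5 to 1.5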;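 also: 0% = enzyme with DMSO and 100% = no enzyme wells; some results filed as inactive read as strong as hits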
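material = recombinant human SENP1 catalytic domain, His6-tagged | quantity = 20 pM enzyme | reagent = 25 nM SUMO1 FRET substrate | compound dosing = 10 µM single point, 0.5% DMSO | timing = 50 min enzyme reaction, room temperature, light-protected | detection = FRET, CFP and YFP emission | control set = no-enzyme low, enzyme-DMSO high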
* hit, by the source's call; i = inactive; / = not tested or not shown.

Values run as follows: ATG4B inh	hIAP act	SENP8 block	PfGluPho inh	SENP6 inh	GRIN3A LBD mod	MPTP inh	SENP1 inh
- Cc1cc(NC(=O)C2C3C(=O)N(CC4CCCO4)C(C(=O)NCc4ccccc4)C34C=CC2(C)O4)no1 (stereo not drawn)
  -11.9	0.963	11.9	-4.1	-8.2	0.4	-1.6	-0.1
- CC(=O)OCC(=O)C1(O)CCC2C3CCC4=CC(=O)C=CC4(C)C3C(=O)CC21C (stereo not drawn)
  -5.1	/	6.2	0.2	/	0.6	1.0	0.2
- Clc1ccc2c(c1)CNc1c(ncnc1N1CCOCC1)O2
  -7.3	1.11	6.0	2.4	-12.5	-0.1	0.7	-0.8
- CC(C)(C)c1ccc(C(=O)NNc2cc(N3CCCCC3)nc(N3CCCCC3)n2)cc1
  15.6	0.744	48.3*	-25.8	85.7*	-1.4	8.7	-39.7
- CCCN(CCC)C(=O)C1CCN(c2cc(C)nc3c(-c4ccc(OC)c(OC)c4)c(C)nn23)CC1
  -1.9	1.11	-26.1	-0.7	5.7	-0.5	-1.9	-1.1
- Cn1c(-c2ncc(F)cc2F)cc2onc(-c3c(F)cccc3Cl)c2c1=O
  5.8	0.936	-29.5	0.3	-7.1	0.5	-0.9	1.1
- CCN(CC)CCCN1C(=O)CSC1c1ccc([N+](=O)[O-])cc1 (stereo not drawn)
  -5.5	1.12	5.0	-1.3	-9.5	0.8	-2.5	1.8
- Oc1ccc(/C=N/N(c2ccccc2)c2ccccc2)c(O)c1O
  /	0.802	31.9*	/	12.1	/	8.1	9.6
- COCCCNC(=O)C1CCC(CNS(=O)(=O)c2ccc(Cl)cc2)CC1 (stereo not drawn)
  7.1	1.08	5.9	-10.5	-3.1	-0.8	-0.4	0.3
- Cc1cc(C)cc(NC(=O)CCn2cnc3cc(C)c(C)cc32)c1
  -8.7	1.06	15.3	-1.6	5.3	0.8	-0.4	-0.8
- COc1cccc(NC(=O)C2CCN(S(=O)(=O)c3ccc4c(c3)NC(=O)C(C)S4)CC2)c1 (stereo not drawn)
  -13.8	1.21	8.4	1.9	8.7	-12.1	-0.1	3.6
- Cc1nnc(SCc2cc([N+](=O)[O-])cc3c2OCOC3)[nH]c1=O
  -2.2	1	9.8	-5.8	-3.1	-0.4	2.5	-0.9
- Cc1onc(-c2ccccc2)c1C(=O)NCc1cccc(Cl)c1
  4.9	0.915	8.6	-7.7	-21.1	1.3	0.5	0.2
- O=C(O)CC/C(=C\c1ccccc1[N+](=O)[O-])c1nc2ccccc2s1
  53.3*	0.987	13.7	-13.2	6.1	0.1	-4.9	-0.8
- COc1cc(/C=C/C(=O)c2ccc(O)cc2)ccc1OCC#N
  1.1	0.793	-52.7	-11.3	-20.2	-9.7	2.4	3.1
- COC(CNC(=O)c1ccc2c(c1)ncn2-c1cccc(C)c1)OC
  -1.5	0.968	17.3	-8.1	5.1	-3.8	1.2	0.6
- CC1CCN(S(=O)(=O)c2ccc(C(=O)N3CCN(c4ccccc4F)CC3)cc2)CC1
  5.6	0.932	14.0	-8.7	-18.5	0.1	1.5	2.4
- Cc1nc2c(C)cccn2c1C(=O)c1ccccc1
  -8.4	0.781	10.3	6.2	1.2	-0.7	-0.2	0.4
- O=C(NC1CCCCCC1)C1CCCN(c2ncccn2)C1 (stereo not drawn)
  -2.5	0.989	-44.8	0.6	-3.8	-1.6	2.8	1.6
- Cn1c(=O)c2c(ncn2CC(=O)Nc2cc(S(=O)(=O)N3CCCCC3)ccc2O)n(C)c1=O
  6.4	1.1	-12.2	1.5	13.5	1.6	0.0	1.2
- C=CCC1(CC=C)CCCN1C(=O)c1cc(COc2ccc(F)c(F)c2)on1
  17.8	1.07	5.2	30.8	-3.6	0.8	0.3	2.4
- CC1=NN(C(N)=S)C(=O)C1N=Nc1ccc(Cl)cc1 (stereo not drawn)
  -1.7	0.979	32.9	-18.8	88.5*	-1.0	2.6	3.4
- Cc1ccc(NC(=O)NC2CCN(S(=O)(=O)c3ccc(F)cc3)CC2)cc1
  -14.4	0.927	8.6	9.7	-15.7	0.5	3.4	1.9
- O=C(O)c1ccccc1C(=O)Nn1cnnc1
  2.0	0.979	10.8	-3.0	2.7	0.9	0.3	3.9
- CNCc1cc2ccc(C)cc2[nH]c1=O
  -1.4	1.06	-110.8	8.7	-29.1	-0.4	-5.3	-18.0
- CSc1cccc(NC(=O)/C=C/c2ccc(Cl)cc2)c1
  0.8	0.945	9.4	43.8	65.8*	17.4*	90.3*	0.7
- N#CC1=C(N)Oc2ccc3ccc(O)cc3c2C1c1cccnc1 (stereo not drawn)
  -15.4	1.05	8.3	-1.6	-24.1	-2.6	0.5	1.2
- COC(=O)CSc1snnc1-c1ccc(F)cc1
  -2.3	0.893	14.0	-15.8	-8.5	-1.0	0.9	-2.4
- Cc1oc(=O)c(NC(=O)c2ccccc2)cc1C(C)O (stereo not drawn)
  -11.8	1.15	8.9	-6.2	-6.8	0.3	0.5	1.4
- Cc1ccn2c(=O)nc(SCC(=O)N3CCC(C)CC3)nc2c1
  1.1	0.944	-13.7	-3.5	-4.7	2.0	-0.9	-46.4

Next section
Values run as follows: ATG4B inh	hIAP act	SENP8 block	PfGluPho inh	SENP6 inh	GRIN3A LBD mod	MPTP inh	SENP1 inh
- Cc1ccc(COC(=O)CN2C(=O)NC3(CCCCC3C)C2=O)cc1 (stereo not drawn)
  1.5	1.06	10.2	-18.0	-8.0	11.5*	-0.2	4.3
- Nc1ccc2c(C(F)(F)F)cc(=O)oc2c1
  -11.0	0.861	i	16.8	-3.7	4.1	-1.3	-22.0
- COc1cc(C(=O)Nc2scc(-c3ccccc3)c2C(=O)O)cc(OC)c1OC
  18.9	1.14	-177.9	68.6*	-10.7	-4.5	1.6	0.4
- CN(C)c1cc[n+](CC(=O)Nc2cc(C(F)(F)F)ccc2Cl)cc1
  -7.9	1.03	9.8	-2.3	-16.4	0.8	-0.3	3.1
- Cc1ccc(NC(=O)Cn2cnc3c(oc4nc5c(cc43)COC(C)(C)C5)c2=O)cc1
  6.1	0.928	-101.0	-13.2	15.2	-1.9	-1.1	-18.5
- Cc1cccc(C(=O)OCC(=O)N2CC(=O)Nc3ccccc32)c1C
  2.0	1.02	-0.8	-6.2	-18.0	1.1	0.1	-6.0
- COc1ccc(C2CCCN2C(=S)Nc2cccc(Cl)c2)cc1OC (stereo not drawn)
  24.6	1.08	9.9	8.8	4.4	-5.7	1.7	-2.3
- CS(=O)(=O)c1ccc2nc(NC(=O)CCN3C(=O)c4ccccc4C3=O)sc2c1
  -21.9	1.01	-0.9	-8.5	-23.7	3.7	-1.2	-3.4
- CCOC(=O)c1c[nH]c2c([N+](=O)[O-])cc(OC)cc2c1=O
  2.6	/	24.6	-24.7	/	-0.5	-1.0	0.3
- COc1ccc(Cl)c(CNC[C@H]2O[C@@H](n3cnc(C(N)=O)n3)[C@H](O)[C@@H]2O)c1
  7.3	/	7.2	-4.7	/	9.9	-3.4	1.1
- Cc1cc(=O)c(C(=O)O)nn1-c1ccc(Cl)cc1
  -3.4	1.07	18.7	4.3	-5.6	1.5	-0.4	1.8
- Cc1cc(C(F)(F)F)nc(SCc2ccc(C(=O)O)o2)n1
  9.3	0.914	-44.8	-26.5	-2.6	2.1	-0.5	-6.5
- CCc1cccc(OCCCN2C(=O)NC(C)(C)C2=O)c1
  -2.4	1.34	12.1	-14.0	-22.4	1.1	1.6	1.7
- Cc1cc(C)n2nc(C(=O)N3CCN(Cc4ccc5c(c4)OCO5)CC3)nc2n1
  -7.8	1.08	17.2	3.2	-8.4	-0.8	1.2	-0.2
- COc1ccc(N(C)S(=O)(=O)c2cccc(C(=O)NC3=NCCS3)c2)cc1
  -11.6	0.92	7.7	-20.8	6.0	0.9	-0.9	0.5
- O=C(NNC(=O)c1cc2cc3ccccc3nc2s1)c1ccc(F)cc1
  -6.9	1.14	-22.2	-22.6	-2.5	1.3	-0.7	2.7
- Cc1c(CCC(=O)O)c(=O)oc2c(C)c3occ(-c4ccc(Br)cc4)c3cc12
  -1.4	0.999	-232.0	44.3	5.3	-7.0	2.9	-7.8
- Cc1cccc(C(=O)NNC(=O)c2ccccc2O)c1
  6.5	0.811	-1.5	-38.9	14.0	0.3	1.2	0.3
- O=C(C[n+]1ccc(C(=O)NCc2ccccc2)cc1)c1ccc(Cl)cc1
  3.2	1.23	6.2	-2.7	-6.0	0.4	0.7	-12.1
- COc1ccc(S(=O)(=O)Cc2ccc(C(=O)N3CCN(c4ccc(Cl)cc4)CC3)o2)cc1
  -6.9	1.15	7.4	9.3	7.9	7.2	-0.3	3.9
- CCC12C(=O)C(CC)(C(c3ccccc3)=C1c1ccccc1)[C@@H]1C(=O)N(c3ccccc3)C(=O)C12 (stereo partly drawn)
  0.1	0.948	16.2	4.4	1.7	-1.7	0.8	1.1
- Cc1ccc2c(C)c(C(=O)Nc3nnc(C)s3)oc2c1
  -5.2	1.13	-108.5	-4.7	-6.3	1.2	4.1	-2.5
- CC(C)(C)C1(O)CC(C(F)(F)F)=NN1C(=O)CCc1ccccc1 (stereo not drawn)
  4.3	0.835	25.0	-17.5	1.5	1.3	9.3	0.2
- Cc1ccccc1NC(=O)COC(=O)c1c[nH]c(=O)[nH]c1=O
  -0.7	1.28	12.5	3.0	-3.9	-0.7	2.0	2.1
- CC(=O)/C(=N/Nc1ccc([N+](=O)[O-])cc1)N1CCCc2ccccc21
  -2.2	0.948	46.7*	-0.8	-13.2	-0.4	19.3	15.8
- O=C(CSc1nc(C2CC2)nc2ccccc12)Nc1ccccc1N1CCOCC1
  -7.3	0.81	-0.9	0.8	-7.7	-3.1	0.0	-1.2
- O=S(=O)(NC1CCCCC1N1CCC(O)CC1)c1ccccc1 (stereo not drawn)
  11.9	0.938	10.4	-13.4	-4.9	2.6	-1.0	-19.0
- CC(C)CCNC(=O)CN1C(=O)NC(c2ccccc2)(c2ccccc2)C1=O
  -0.9	1.28	3.6	5.9	-3.3	0.8	-0.2	-0.5
- Cc1ccn2c(NC3CCCC3)c(-c3cccs3)nc2c1
  10.1	1.05	-361.3	11.4	25.4	-1.9	0.0	-14.2
- O=C(CCc1nnc(Cc2cccc(C(F)(F)F)c2)o1)NCCc1ccccc1F
  23.9	1.11	12.7	3.4	-3.0	0.2	0.3	-1.4

Carrying on:
Values run as follows: ATG4B inh	hIAP act	SENP8 block	PfGluPho inh	SENP6 inh	GRIN3A LBD mod	MPTP inh	SENP1 inh
- Fc1ccc(CSc2nnc3ccccn23)c(Cl)c1
  5.1	0.921	-14.1	-0.6	9.2	-1.5	-0.5	0.2
- CCOc1ccccc1Nc1nc(-c2cccnc2)cs1
  -9.2	0.905	11.7	2.2	-7.1	-1.0	0.0	2.8
- CN(C(=O)c1ccc(NC(=O)Cc2cccc(NC(=O)C3CCCN(C(=O)C4CCCC4)C3)c2)cc1)C1CC1 (stereo not drawn)
  -5.4	/	9.5	-9.1	/	-0.2	0.2	0.3
- CCCCN(CC)Cc1ccc(CNC(=S)Nc2ccccc2F)o1
  4.6	1.05	24.9	1.8	-28.0	2.6	1.3	-0.1
- CC(Cl)C(=O)c1ccc2c(c1)CCN2C(=O)C1CC1 (stereo not drawn)
  -4.0	1.2	0.0	-7.4	-9.6	0.0	0.2	1.5
- O=C(COc1ccccc1O)c1cccs1
  2.2	1.01	18.1	-11.9	-38.8	-0.9	-0.1	-0.6

Looked up by compound from above, three records:
Values run as follows: ATG4B inh	hIAP act	SENP8 block	PfGluPho inh	SENP6 inh	GRIN3A LBD mod	MPTP inh	SENP1 inh
- CC(Cl)C(=O)c1ccc2c(c1)CCN2C(=O)C1CC1 (stereo not drawn)
  -4.0	1.2	0.0	-7.4	-9.6	0.0	0.2	1.5
- CCCCN(CC)Cc1ccc(CNC(=S)Nc2ccccc2F)o1
  4.6	1.05	24.9	1.8	-28.0	2.6	1.3	-0.1
- Fc1ccc(CSc2nnc3ccccn23)c(Cl)c1
  5.1	0.921	-14.1	-0.6	9.2	-1.5	-0.5	0.2

Compound activity as filed in PubChem BioAssay.
